FXIIa inh 1536 = human FXIIa protease inhibitors, primary screen, biochemical, 1536-well; Coagulation factor XII (Homo sapiens), P00748; purified FXIIa, Boc-QGR-AMC fluorogenic substrate, 2 h; inhibition, % at 5 µM; actives 0.3% (n = 220,000); AID 800, 2007; in the data active = inhibition above about 40%;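 note: 0% = enzyme with no compound and 100% = blank without enzyme; many of its hits are not listed in these tables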
Wee1 stabilizer = Wee1 degradation inhibitors, primary screen, cell-based, HeLa, Wee1K328M-luciferase, luminescence; HeLa Luc-Wee1K328M stability; 100% = proteasome inhibitor MG132 effect; AID 1321, 2008; Wee1-like protein kinase (Homo sapiens), P30291; actives 1.2% (n = 220,000); reporter increase, % at 5 µM;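 active = activation above the mean of all tested compounds plus 3 SD, set per screening run, cut at about 8.8% in these data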;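 note: cells exposed to compound for 20 h before luminescence read; 0% = DMSO alone and 100% = MG132 at 30 µM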
Target sequence (P30291 whole entry K328M): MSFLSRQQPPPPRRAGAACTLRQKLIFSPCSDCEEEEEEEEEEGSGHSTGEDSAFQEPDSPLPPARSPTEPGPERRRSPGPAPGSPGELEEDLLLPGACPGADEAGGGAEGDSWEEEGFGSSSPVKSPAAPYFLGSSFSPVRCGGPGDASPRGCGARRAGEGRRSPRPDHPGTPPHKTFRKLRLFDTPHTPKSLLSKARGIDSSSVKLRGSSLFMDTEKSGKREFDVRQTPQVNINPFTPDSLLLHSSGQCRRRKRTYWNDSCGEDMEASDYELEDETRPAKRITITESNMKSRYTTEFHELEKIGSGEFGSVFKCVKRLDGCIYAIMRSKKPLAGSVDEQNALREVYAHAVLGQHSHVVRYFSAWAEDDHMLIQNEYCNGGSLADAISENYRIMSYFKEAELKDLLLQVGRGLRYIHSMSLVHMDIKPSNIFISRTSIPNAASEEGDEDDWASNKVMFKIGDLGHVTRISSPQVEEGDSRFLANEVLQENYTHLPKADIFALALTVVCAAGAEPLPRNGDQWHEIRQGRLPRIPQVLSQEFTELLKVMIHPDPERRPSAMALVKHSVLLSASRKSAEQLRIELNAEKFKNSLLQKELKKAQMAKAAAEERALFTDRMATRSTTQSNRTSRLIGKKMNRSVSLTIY
MDM2 E3 inh = MDM2-luciferase reporter signal enhancers, primary screen, MDM2 E3 ligase inhibitor project, cell-based, luminescence, 1536-well; cell-based MDM2 ubiquitination luciferase reporter, 2 h; 0 = plate control, 100 = twice control, blank-subtracted; actives 0.11% (n = 210,000); signal enhancement, % at 5 µM; E3 ubiquitin-protein ligase Mdm2 (Homo sapiens), Q00987;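 active = signal enhancement of 30% or more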;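 note: luminescence tracks abundance of the self-degrading MDM2-luciferase fusion protein; higher signal means inhibition of MDM2 E3 ligase activity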
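Material: stable MDM2–luciferase fusion reporter cells / Quantity: 2000 cells/well / Dosing: single 5 µM compound dose, 0.2% final DMSO / Buffer or medium: DMEM / Schedule: 4 h cell settling then 2 h compound exposure, 37 °C / Detection: luminescence with SteadyLite reagent, 15 min at room temperature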
hK5 inh = human KLK5 protease inhibitors, primary screen, biochemical, 1536-well. inhibition, % at 5 µM. actives 0.59% (n = 210,000). Kallikrein-5 (Homo sapiens), Q9Y337. recombinant hK5, fluorogenic AMC substrate cleavage;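 active = inhibition of 40% or more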;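 note: 0% = enzyme controls without compound and 100% = no-enzyme blanks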
14-3-3 Bad PPI = inhibitors of 14-3-3 zeta/Bad binding, primary screen, biochemical, TR-FRET, bovine 14-3-3 zeta. 14-3-3 protein zeta/delta (Bos taurus), P63103. TR-FRET 14-3-3zeta/Dy647-pBad peptide displacement, 1 h. inhibition, % at 21.7 µM. actives 0.71% (n = 220,000);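 active = inhibition above about 70%, limit read from the data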;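 note: 0% = full 14-3-3 plus peptide FRET controls and 100% = background without 14-3-3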
FXIa inh 1536 = human FXIa protease inhibitors, primary screen, biochemical, 1536-well; actives 0.14% (n = 220,000); AID 798, 2007; inhibition, % at 5 µM; Coagulation factor XI (Homo sapiens), P03951; purified FXIa, Boc-Glu-Ala-Arg-AMC fluorogenic substrate;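 active = inhibition of at least 40%; inactive = inhibition below 40%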;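 note: fluorescence of freed AMC excited at 355 nm; 0% = enzyme without compound and 100% = no enzyme blank; many of its hits are not listed in these tables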
eIF4E-4G inh = eIF4E–eIF4G protein interaction inhibitors, primary screen, biochemical, uHTS, TR-FRET, eIF4GI fragment | Eukaryotic translation initiation factor 4E (Mus musculus) + Eukaryotic translation … | TR-FRET eIF4E-eIF4GI(517-606) binding, 2 h | inhibition, % at 21.7 µM | actives 0.37% (n = 220,000);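 active = inhibition above about 30%, limit read from the data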;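 note: 0% = full FRET control wells and 100% = background wells lacking eIF4GI fragment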
Rad51 HR inh = human RAD51 strand exchange inhibitors, primary screen, biochemical, fluorescence. actives 0.085% (n = 200,000). inhibition, % at 10 µM. DNA repair protein RAD51 homolog 1 (Homo sapiens), Q06609. hRad51 DNA strand exchange, fluorescence dequenching;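 active = inhibition above 40% at the single screening dose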;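 note: 0% = DMSO control wells and 100% = blanks with heterologous ssDNA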
Target sequence (Q06609 whole entry, looked up): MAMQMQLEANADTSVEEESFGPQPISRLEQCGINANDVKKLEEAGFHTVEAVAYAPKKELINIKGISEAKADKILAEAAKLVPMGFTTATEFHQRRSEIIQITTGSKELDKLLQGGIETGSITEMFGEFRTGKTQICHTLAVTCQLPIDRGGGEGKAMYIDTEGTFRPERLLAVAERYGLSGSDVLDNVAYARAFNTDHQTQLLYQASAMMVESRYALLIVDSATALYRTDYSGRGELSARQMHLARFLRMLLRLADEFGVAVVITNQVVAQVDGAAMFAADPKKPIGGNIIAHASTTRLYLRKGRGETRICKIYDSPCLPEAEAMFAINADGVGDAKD
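System: hRad51 filaments on single-stranded DNA; reagent: Fluorescein- and BHQ1-tagged 47-mer duplex; compound dosing: one concentration, 10 µM final; timing: filaments 15 min 37 °C, then compound 30 min; measured by: fluorescein emission 520 nm, excitation 485 nm; benchmarks: per-plate controls and blanks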
p97 ATPase inh = inhibitors of human p97 ATPase, primary screen, biochemical; actives 0.42% (n = 220,000); inhibition, % at 8 µM; Transitional endoplasmic reticulum ATPase (Homo sapiens), P55072; recombinant p97 ATPase, Kinase-Glo ATP luminescence, 3 h; in the data active = inhibition above about 15%;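 note: 0% = DMSO vehicle and 100% = wells lacking enzyme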
* marks the source's active call; other numbers are inactive results; nt = no result given; [ ] = another dose, or the depositor's remark. Hits appear at their usual frequency. Share with any hit: about 3.5%.

structure	14-3-3 Bad PPI	FXIa inh 1536	eIF4E-4G inh	Rad51 HR inh	hK5 inh	Wee1 stabilizer	FXIIa inh 1536	p97 ATPase inh	MDM2 E3 inh
COc1ccc(CCn2c(-c3ccc(F)cc3)nc3c(c(=O)c4ccccc4n3C)c2=O)cc1OC	7	10	2	-7	-1	-2	19	-12	-7
CN1CCN(C(=O)C2=C[C@@H](c3ccccc3)C[C@@H](OCc3ccc(CO)cc3)O2)CC1	-4	2	4	7	4	-1	16	1	nt
Cc1cc(OCc2nn[nH]n2)c2c(C)c(CC(=O)O)c(=O)oc2c1	37	-7	-11	-9	-1	2	11	6	-1
O=C(NCc1ccc(F)cc1)c1cnn2ccccc12	0	17	-1[fluorescence artefact?]	4	-5	1	23	4	-15
CC(=O)Nc1ccc(NCN2C(=O)C3C4CCC(C4)C3C2=O)cc1 (stereo not drawn)	0[fluorescence artefact?]	2	4	5	-3	-1	8	-3	-14
Cc1cc(Oc2ccc(-c3nnc(-c4ccccc4)o3)cc2[N+](=O)[O-])ccc1Cl	42	20	-1	nt	43*	0	25	0	-5
COC(=O)/C(=C\C=C\c1ccccc1)NC(=O)c1ccccc1	-2	3	2	nt	-1	-1	4	4	-20
Cn1c(SCC(=O)NCc2ccc(F)cc2)nc2c([nH]c3ccccc32)c1=O	1	-6	0	36	-9	1	4	2	-16
COc1ccc(CNC(=O)Cn2cc3c(n2)CCCCC3)cc1	7	5	-2	-5	4	-1	6	-9	-15
Cc1cc2n(c(=O)c1C#N)CCCN2c1cccc(Cl)c1	-6	6	-1	3	-8	-2	10	3	0
Cc1cc(C)c2oc(C(=O)N(Cc3ccccc3)c3ccccn3)cc(=O)c2c1	3	4	4	-14	1	2	5	4	-26
Cc1ccnc(NC(=O)c2ccc(N3C(=O)CCC3=O)cc2)c1	-7	1	-6	-6	0	6	17	-5	-14
Cc1ccc2cc(CCNC(=O)c3ccc4c(c3)OCO4)c(=O)[nH]c2c1	3	2	4	12	-36	-1	11	-3	-12
CCOC(=O)c1ccc(-n2ccnc2)c(NC(=O)c2ccc(Cl)cc2)c1	-4	-4	-3	3	-20	-2	3	0	1
Cc1cc(=O)n(CCc2ccccc2)c(O)c1C#N	30[fluorescence artefact?]	0	5	-18	-10	-3	8	10	nt
COc1ccc(Cc2nnc(Nc3ccc(Cl)cc3)[nH]c2=O)cc1	14	-1	0	-8	-1	0	8	-2	nt
COc1ccc(NC(=O)C(c2ccc(C)cc2)N(C)C(=O)Cc2cccs2)cc1 (stereo not drawn)	8	-2	4	12	-6	3	5	-4	1
CCOC(=O)c1cccc(NC(=S)N2CCN(c3ncc4c(=O)c(C(=O)O)cn(CC)c4n3)CC2)c1	-11	1	-8	1	-4	-2	4	6	-6
CCCSc1nnc(CN2CCOCC2)n1C	0	1	0	10	1	1	1	0	14
COC(=O)c1ccc(NC(=O)C(=O)N2CCN(C(=S)Nc3cccc(OC)c3)CC2)cc1	-13	-1	-3	-4	14	-1	9	2	-6
CCS(=O)(=O)c1ccc(O)c(NC(=O)Nc2ccc(C(C)(C)C)cc2)c1	5	3	0	nt	3	-1	12	2	-1
COc1ccc(OC)c(S(=O)(=O)n2cnc3cc(C)c(C)cc32)c1	-3	-1	-7	4	0	-1	19	5	0
COc1ccc(C)cc1S(=O)(=O)N(CC(=O)Nc1cccc([N+](=O)[O-])c1)c1cc(C)cc(C)c1	-4	-7	-2	-2	-7	0	5	3	-14
CCOC(=O)N1CCN(C(=O)Cn2c(C)cc3ccccc3c2=O)CC1	-2	-4	1	4	-23	0	0	3	-6
CCCOC(=O)c1ccc(NC(=O)c2ccccc2OC)cc1	7	1	0	-4	3	-2	10	-8	2
CCCCCCCCS(=O)c1sc2nc(C)cc(C)c2c1N (stereo not drawn)	-2	-1	5	7	-12	4	18	2	8
NC(=O)c1cccnc1Oc1ccc(Cl)cc1Cl	-4	7	5	14	2	0	12	6	-8
CCc1ccc(NC(=O)CSc2nnc(Cc3cccn3C)n2-c2ccc(F)cc2)cc1	3	-1	-7[fluorescence artefact?]	-1	-23	3	5	1	-8
C=CCn1c(SCCC)nc(O)cc1=O	11	15	6	-2	3	-1	23	4	-46
COc1ccnc(Oc2ccc(C)cc2C)c1C#N	15	-25	5	5	-22	0	10	2	-7
Cc1ccc(NC(=O)c2cccc3c2C(=O)N(C2CCCCC2)C3)cc1	0[fluorescence artefact?]	1	4	-4	-10	2	9	-3	-32
Nc1ccc(Nc2ccccc2N)cc1	1[fluorescence artefact?]	1	7[fluorescence artefact?]	-1	-26	0	11	5	9
O=C(c1ccccc1-c1nc(-c2ccc(Cl)cc2)no1)N1CCCC1	2	-2	-5	-3	4	0	11	-8	-12
O=C1CC(c2ccc(F)cc2)C(n2cncn2)C(O)=C1C1NCCc2ccccc21 (stereo not drawn)	42	-2	3	3	14	0	6	-5	-19
O=C1CCCCC1C(Nc1ccc(Br)cc1)c1ccccc1 (stereo not drawn)	-13	3	0	nt	-14	-1	17	-2	-7
Cc1cc(-c2csc(NC(=O)c3cc4ccccc4o3)n2)c(C)n1C	3	3	-6[fluorescence artefact?]	-1	12	1	9	3	-29
COc1ccc(OC)c(NC(=O)Cn2c(-c3ccc(Cl)cc3)noc2=O)c1	-3	-1	3	nt	-2	-2	9	1	-15
O=P(CCN1CCCCC1)(c1ccccc1)c1ccccc1	-10	4	2	-1	-1	0	21	1	-3
CC1CCN(c2ccc([N+](=O)[O-])c(SCCO)c2)CC1	3	2	3	nt	1	-2	4	8	-13
Cc1ccnc(Sc2ccc([N+](=O)[O-])cn2)n1	-2	0	7	8	5	1	9	4	-6
O=C(Nc1nc(-c2nc3ccccc3s2)cs1)C1COc2ccccc2O1 (stereo not drawn)	8[fluorescence artefact?]	4	0	-2	2	4	13	2	-5
Cc1ccc2c(c1)NC(=O)c1cccc([N+](=O)[O-])c1CO2	-9	3	5	8	10	0	9	-5	7
Cc1nnc(SCC(=O)NN2C(=O)NC3(CCCCC3)C2=O)s1	-14	-3	-7[fluorescence artefact?]	-3	-8	-2	2	6	0
CCn1c(Cc2ccccc2)nnc1SCC(=O)N1CCCCC1	2[fluorescence artefact?]	9	-6	-7	-7	2	14	0	16
C#CCSc1nnc(-c2ccc(OC)cc2)o1	-6[fluorescence artefact?]	1	10	-6	-29	3	20	5	-19
CCOC(=O)/C(=N/Nc1ccccc1)Sc1nnc(CCc2ccccc2)n1-c1ccccc1	6	1	20	-33	-10	1	5	-1	-1
C=CCN1C(=O)/C(=C/c2ccc(OC)cc2)S/C1=N/c1nccs1	-2	-5	0	-17	-2	0	0	2	-11
Cc1nc(C(=O)Nc2ccc(F)cc2)nn1-c1ccc([N+](=O)[O-])cc1	0	-2	-6[fluorescence artefact?]	-3	-10	0	17	-2	-29
N#Cc1ccc(Oc2ccc(/C=N/O)cn2)cc1	2	-7	-2[fluorescence artefact?]	18	-19	1	7	0	-17
Oc1ccccc1OCc1nc2ccccc2s1	-5	21	5	2	-13	-1	32	-8	-25
CCNC(=O)C1=C(O)c2sccc2N(C)S1(=O)=O	-6	0	37*	-4	2	-2	11	-1	-11
Cc1cc(NC(=S)Nc2cccc3ccccc23)n[nH]1	-9	-4	-2	7	-9	1	3	2	1

3 entries already listed, arranged by SMILES length, highest first:
structure	14-3-3 Bad PPI	FXIa inh 1536	eIF4E-4G inh	Rad51 HR inh	hK5 inh	Wee1 stabilizer	FXIIa inh 1536	p97 ATPase inh	MDM2 E3 inh
Cc1ccc2c(c1)NC(=O)c1cccc([N+](=O)[O-])c1CO2	-9	3	5	8	10	0	9	-5	7
Cc1nnc(SCC(=O)NN2C(=O)NC3(CCCCC3)C2=O)s1	-14	-3	-7[fluorescence artefact?]	-3	-8	-2	2	6	0
O=C1CCCCC1C(Nc1ccc(Br)cc1)c1ccccc1 (stereo not drawn)	-13	3	0	nt	-14	-1	17	-2	-7

13 entries already listed, sorted by molecular weight, high to low.
structure	14-3-3 Bad PPI	FXIa inh 1536	eIF4E-4G inh	Rad51 HR inh	hK5 inh	Wee1 stabilizer	FXIIa inh 1536	p97 ATPase inh	MDM2 E3 inh
CCOC(=O)/C(=N/Nc1ccccc1)Sc1nnc(CCc2ccccc2)n1-c1ccccc1	6	1	20	-33	-10	1	5	-1	-1
COc1ccc(OC)c(NC(=O)Cn2c(-c3ccc(Cl)cc3)noc2=O)c1	-3	-1	3	nt	-2	-2	9	1	-15
O=C1CCCCC1C(Nc1ccc(Br)cc1)c1ccccc1 (stereo not drawn)	-13	3	0	nt	-14	-1	17	-2	-7
C=CCN1C(=O)/C(=C/c2ccc(OC)cc2)S/C1=N/c1nccs1	-2	-5	0	-17	-2	0	0	2	-11
Cc1nnc(SCC(=O)NN2C(=O)NC3(CCCCC3)C2=O)s1	-14	-3	-7[fluorescence artefact?]	-3	-8	-2	2	6	0
O=C(c1ccccc1-c1nc(-c2ccc(Cl)cc2)no1)N1CCCC1	2	-2	-5	-3	4	0	11	-8	-12
Cc1ccc(NC(=O)c2cccc3c2C(=O)N(C2CCCCC2)C3)cc1	0[fluorescence artefact?]	1	4	-4	-10	2	9	-3	-32
Cc1nc(C(=O)Nc2ccc(F)cc2)nn1-c1ccc([N+](=O)[O-])cc1	0	-2	-6[fluorescence artefact?]	-3	-10	0	17	-2	-29
CCNC(=O)C1=C(O)c2sccc2N(C)S1(=O)=O	-6	0	37*	-4	2	-2	11	-1	-11
Cc1ccc2c(c1)NC(=O)c1cccc([N+](=O)[O-])c1CO2	-9	3	5	8	10	0	9	-5	7
Cc1cc(NC(=S)Nc2cccc3ccccc23)n[nH]1	-9	-4	-2	7	-9	1	3	2	1
Oc1ccccc1OCc1nc2ccccc2s1	-5	21	5	2	-13	-1	32	-8	-25
C#CCSc1nnc(-c2ccc(OC)cc2)o1	-6[fluorescence artefact?]	1	10	-6	-29	3	20	5	-19

Bioassay records as filed in PubChem BioAssay.
